Screening data from PubChem.
ssDAF12 agonist: S. stercoralis DAF-12 activation, primary screen. HEK293 ssDAF-12/GRIP1 lit1-tk-luc reporter, luminescence; % of 3 µM dafachronic acid response. activation, % at 6.8 µM. hit rate 1% among 370,000. AID 652126;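 active = activation above the mean over all tested compounds plus 3 SD, cut at about 0.9% in these data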;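 also: 0% = DMSO-only wells and 100% = 3 µM delta7-dafachronic acid wells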
sPLA2-III inh: Inhibits HGIII-sPLA2 liposome hydrolysis, primary screen. Q9NZ20. QFRET BODIPY PC-A2 liposome hydrolysis, fluorescence. inhibition, % at 12.2 µM. hit rate 0.56% among 370,000;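 active = inhibition above mean plus 3 SD of compounds lying within the high and low control bounds, cut at about 19% in these data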;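 also: 0% = median of test compound wells and 100% = no enzyme DMSO wells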
DAX1 inh-1: NR0B1 (DAX1) inhibition; HEK293 Gal4-DAX1 luciferase reporter, luminescence; P51843; hit rate 0.99% among 340,000; inhibition, % at 6.75 µM; AID 504766;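 active = inhibition above the mean over all tested compounds plus 3 SD, cut at about 4.2% in these data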;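 also: 0% = DAX1-transfected cells with DMSO and 100% = empty-vector control cells with DMSO; inhibition shows as a rise in luminescence from relieved DAX1 repression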
NPR2 activator: GC-B (human) receptor activation | P20594 | HEK293-GC-B cells, CNP EC30, cGMP TR-FRET; 0% at EC30 CNP, 100% saturating CNP | activation, % at 10 µM | hit rate 0.11% among 370,000;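 active = activation at 10 µM reaching about 35% in either raw or pattern-adjusted values, limit read from the data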
DAX1 inh-2: DAX1 (NR0B1) inhibition, primary screen | HEK293T StAR-luciferase reporter, SF-1/DAX-1 repression relief | inhibition, % at 6.8 µM | hit rate 1.1% among 370,000 | AID 652010;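 active = inhibition above the mean over all tested compounds plus 3 SD, cut at about 3.6% in these data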;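 also: 0% = DAX-1 cells with DMSO and 100% = cells lacking DAX-1 with DMSO; higher inhibition means more luminescence from relief of DAX-1 repression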
hcDAF-12 act: H. contortus DAF-12 activation, primary screen; HEK293 hcDAF-12 lit1-tk-luc reporter, luminescence; 0% DMSO, 100% Δ7-dafachronic acid; activation, % at 6.8 µM; AID 652067; hit rate 1.4% among 370,000;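 active = activation above the mean of all tested compounds plus 3 SD, cut at about 5.5% in these data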;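 also: 100% = response to 3 µM Δ7-dafachronic acid high control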
hgDAF12 agonist: hgDAF-12 agonism, primary luciferase screen | HEK293 GAL4-hgDAF12 UAS-luciferase reporter, agonist luminescence; normalized to butyrate control | activation, % at 6.8 µM | hit rate 1.8% among 370,000;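 active = activation above a cutoff set at the mean of all screened compounds plus 3 SD, cut at about 10% in these data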;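 also: 0% = DMSO wells and 100% = sodium butyrate wells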
ADAM10 inh: inhibits human ADAM10 | recombinant ADAM10, EDANS/DABCYL FRET peptide cleavage, 3 h | hit rate 0.62% among 370,000 | inhibition, % at 7 µM | O14672;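 active = inhibition above a per-campaign cutoff equal to the mean of compounds falling between control-based bounds plus 3 SD, cut at about 20% in these data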;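 also: 0% = DMSO wells while the 100% control is not disclosed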
NPR1 activator: GC-A (human) enzyme activation; hit rate 0.14% among 370,000; HEK293 GC-A cells, cGMP TR-FRET, EC30 ANP; 0% at EC30 ANP, 100% saturating ANP; activation, % at 10 µM; AID 1671463; in the data active = activation above about 40%
Target sequence (P16066 whole entry, looked up): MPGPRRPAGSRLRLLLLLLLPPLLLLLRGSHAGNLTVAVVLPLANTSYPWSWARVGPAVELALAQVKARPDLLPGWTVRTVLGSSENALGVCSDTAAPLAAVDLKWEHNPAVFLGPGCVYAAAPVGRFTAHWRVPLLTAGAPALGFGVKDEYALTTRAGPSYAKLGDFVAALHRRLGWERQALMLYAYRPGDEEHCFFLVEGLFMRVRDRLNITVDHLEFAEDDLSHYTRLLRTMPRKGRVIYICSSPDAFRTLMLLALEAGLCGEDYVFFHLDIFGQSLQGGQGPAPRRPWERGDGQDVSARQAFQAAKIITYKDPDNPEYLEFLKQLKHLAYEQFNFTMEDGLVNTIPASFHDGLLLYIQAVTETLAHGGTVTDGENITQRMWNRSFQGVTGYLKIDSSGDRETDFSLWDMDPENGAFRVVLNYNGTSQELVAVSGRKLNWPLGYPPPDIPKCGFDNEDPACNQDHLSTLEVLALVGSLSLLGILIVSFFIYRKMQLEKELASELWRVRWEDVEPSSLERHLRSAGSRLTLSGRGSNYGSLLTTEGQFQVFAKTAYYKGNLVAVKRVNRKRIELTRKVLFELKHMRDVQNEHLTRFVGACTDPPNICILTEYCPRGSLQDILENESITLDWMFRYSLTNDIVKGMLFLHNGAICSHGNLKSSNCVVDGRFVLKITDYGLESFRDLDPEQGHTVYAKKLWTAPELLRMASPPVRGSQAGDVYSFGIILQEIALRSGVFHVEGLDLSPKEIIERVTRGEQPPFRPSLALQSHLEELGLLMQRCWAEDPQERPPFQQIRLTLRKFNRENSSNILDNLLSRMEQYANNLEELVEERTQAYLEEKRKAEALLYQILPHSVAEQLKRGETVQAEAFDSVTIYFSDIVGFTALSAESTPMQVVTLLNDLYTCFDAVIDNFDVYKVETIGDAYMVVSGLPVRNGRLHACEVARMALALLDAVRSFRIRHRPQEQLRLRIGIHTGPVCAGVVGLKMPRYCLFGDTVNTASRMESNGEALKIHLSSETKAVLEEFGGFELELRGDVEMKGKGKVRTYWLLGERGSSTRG
FXN GAA850 act: increases GAA850 frataxin promoter reporter activity | AID 540364 | HEK293 lucGAA850 FXN promoter luciferase reporter, 24 h; percent of 10 µM SAHA response | hit rate 0.56% among 360,000 | activation, % at 6 µM;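 active = activation above the average of all compounds screened plus 3 SD, cutoff fixed separately per campaign, cut at about 7.5% in these data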;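 also: 0% = DMSO wells and 100% = 10 µM SAHA wells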
SMARCA2 activ: increases SMARCA2 function in MMTV reporter cells. activation, % at 9.1 µM. hit rate 1% among 370,000. MG213 cells, MMTV-luciferase reporter, dexamethasone, overnight; in the data active = activation above about 7.8%;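 also: 0% = vehicle wells and 100% = reference activator wells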
Active calls of the source: *; i = inactive; . = no result given.

SMILES	ssDAF12 agonist	sPLA2-III inh	DAX1 inh-1	NPR2 activator	DAX1 inh-2	hcDAF-12 act	hgDAF12 agonist	ADAM10 inh	NPR1 activator	FXN GAA850 act	SMARCA2 activ
CCOC(=O)c1cccc(C(=O)Oc2ccccc2)n1	-0.8	5	0.9	-3	0.1	-0.7	-0.6	-1	-1	0.8	-2
CCc1cc(-c2n[nH]c(C)c2-c2nc3ccccc3n2C)c(O)cc1O	-1.6	-15	.	-2	0.4	-0.1	-1.0	11	-2	-0.6	-1
O=C(Cc1cccc2ccccc12)Nc1ccc(N2CCOCC2)cc1	-1.6	1	3.2	2	0.3	-0.9	-1.1	-4	2	1.1	-6
C/C(CCC12CC3CC(CC(C3)C1)C2)=N\NC(N)=S	-0.8	7	0.2	-3	0.0	-2.9	-0.8	5	-3	-4.2	-2
CC(C)(C)c1cc(C(=O)NCc2cccnc2)ccn1	-1.1	5	1.9	5	-0.6	-0.3	0.1	6	-1	2.5	-2
O=C(Nc1cccc(F)c1)c1ccc(S(=O)(=O)N2CCOCC2)cc1	-1.0	-3	-0.6	3	-0.3	-1.7	-1.0	3	-4	-0.8	-5
COc1ccccc1NC(=S)N1CCC(NC(=O)NC23CC4CC(CC(C4)C2)C3)CC1	-1.2	11	-0.6	-3	0.1	-0.9	1.3	2	5	-0.4	2
COc1ccc(NC2CCCN(C(=O)CCc3cccc(Cl)c3)C2)cc1 (stereo not given)	-0.7	15	0.4	-3	-0.3	2.1	0.1	4	-3	-1.0	0
Cc1ccc(NC(=O)c2cc(=O)[nH]c3ccccc23)cc1	-0.6	-4	-0.3	1	0.2	1.4	0.5	6	-2	3.0	2
Cc1ccc(C(=O)N/C(=C\c2cccs2)C(=O)NCCc2c[nH]c3ccccc23)cc1C	-0.3	-57	-0.4	-1	-0.3	0.9	-0.4	7	1	-2.2	-1
O=C(COc1ccc(S(=O)(=O)N2CCCC2)cc1)NCC1CCCO1 (stereo not given)	-0.5	-3	-1.2	1	-0.5	-1.6	5.6	-8	-4	-0.1	-3
COc1cccc(OCCOCCOc2ccc(C)cc2[N+](=O)[O-])c1	-1.4	-17	-0.1	-1	-0.3	0.6	2.0	13	3	2.1	5
CN(C(=O)c1cccs1)c1ccc(OCC(=O)N2CCC(C(N)=O)CC2)cc1	-0.9	4	-0.9	5	-0.4	-1.6	-4.7	4	4	-0.1	-3
CC1CCCCN1C(=S)NC(=O)c1cc(Br)ccc1Cl (stereo not given)	-1.1	13	0.2	2	-1.3	-0.3	2.4	0	-2	-0.4	-1
COc1ccccc1OCc1ccc(C(=O)NCC2CCCO2)cc1 (stereo not given)	-0.4	-3	0.8	-2	-1.3	-1.1	-1.2	-4	1	-0.4	-2
CN(C)CCN(C(=O)c1cccc(Cl)c1)c1nc2c(Cl)cccc2s1	-1.3	4	2.5	-11	0.1	-2.0	4.2	-7	-9	-1.8	1
COC(=O)C(O)(CC(=O)Nc1ccccc1OC)C(F)(F)F (stereo not given)	-1.1	3	0.6	-1	-0.1	1.1	-2.0	4	5	-0.8	0
CCc1cc(C(=O)NC2CCCN(Cc3ccccc3F)C2)n(C)n1 (stereo not given)	-1.6	8	-1.4	-5	-6.7	-3.5	-6.9	4	-3	-2.2	-2
Cc1ccc(S(=O)(=O)N2CCOCC2)cc1C(=O)NNC(=O)c1ccoc1C	-1.5	3	3.2	12	0.2	0.6	0.9	1	4	-0.7	0
Cc1ccc([N+](=O)[O-])c(OCCCNCC(C)O)c1 (stereo not given)	-1.4	9	-0.9	2	0.8	-0.6	-3.4	10	0	-0.8	-3
COc1ccc(CCNC(=O)Nc2ccc3c(c2)c(=O)n(C)n3CC=C(C)C)cc1OC	-1.4	-9	.	0	-1.1	-0.8	-3.2	i	0	0.5	-1
CCCCn1c(N)c(N(Cc2ccccc2OC)C(=O)c2cc(=O)[nH]c3ccccc23)c(=O)[nH]c1=O	-0.8	-4	2.6	1	0.1	-0.2	-0.3	-7	-1	0.8	-2
Cc1nonc1C1CCCN1C(=O)c1cc(COc2cccc(C(F)(F)F)c2)on1 (stereo not given)	-1.2	-18	-0.1	-3	-3.7	-2.3	2.0	8	2	-0.5	-2
O=C(N/C(=C\c1ccc(Br)cc1)c1nc2ccccc2[nH]1)c1ccco1	-0.7	-5	1.9	2	-0.1	0.9	1.0	-19	-4	2.3	-2
O=C(C(Cc1ccccc1)n1cccc1)N1CCc2ccccc21 (stereo not given)	-0.8	-19	0.3	-4	-0.1	2.2	-1.3	-5	0	-2.0	-2
Cc1ccc([C@H]2C[C@H](n3cc(COC(=O)c4ccccc4)nn3)[C@@H](O)CN2CC2CCCCC2)cc1	-1.1	10	0.5	6	-0.5	2.3	1.8	-7	-16	3.0	-4
O=C1CCC2CN3CCc4c([nH]c5ccccc45)C3CC2C1 (stereo not given)	-0.2	-16	-0.3	2	1.4	-7.8	2.7	-58	2	-2.1	-6
Cn1c(=O)cc(SCC(=O)N2CCN(C3CCCCC3)CC2)c2ccccc21	-0.8	-4	7.3*	0	1.7	-0.2	0.4	-15	-4	2.0	0
COC(=O)c1cc(=O)[nH]c(SCc2cccc(C)c2)n1	-1.1	3	-0.2	3	0.2	-0.8	-0.4	-10	-1	1.0	-1
O=C1CCC/C(=N/Nc2ccc(Cl)cc2)C1	-1.2	-5	2.3	4	0.3	0.1	0.7	-10	4	0.8	-2
NC(=O)c1c(NC(=O)c2c(F)cccc2F)sc2c1CCN(Cc1ccccc1)C2	-1.5	-8	0.4	3	-0.1	-1.9	4.5	-16	0	-2.8	-3
COCCNC(=O)c1ccc2c(c1)S(=O)(=O)c1cc(Cl)ccc1C2=O	-1.1	6	0.9	7	-0.2	-0.5	2.2	-4	4	0.4	1
COc1ccccc1CN1C[C@@H]2C[C@@H](c3cccc(O)c3)N3CCC[C@@]23C1=O	-0.4	-10	2.6	-3	-0.1	-0.2	-1.1	2	-11	0.5	2
CC(=O)Nc1cc(NC(C)=O)cc(C(=O)NC(C)(C)C)c1	0.2	3	-0.2	-2	-0.8	-1.2	0.9	-9	0	-1.1	-4
Cc1nc(C(=O)NNC(=O)Nc2ccccc2)cs1	-0.7	-1	.	3	-0.2	-1.2	1.5	-1	1	1.8	-2
O=C(COC(=O)c1ccc[nH]c1=O)Nc1cc(S(=O)(=O)N2CCCCC2)ccc1Cl	-0.7	3	1.5	2	0.7	-1.2	0.1	-7	5	-2.7	-2
COc1ccc(NC(=O)CSc2ncn[nH]2)c([N+](=O)[O-])c1	-0.8	1	0.0	-1	-0.8	-0.7	-1.3	-5	1	-0.4	-3
Cc1ccc(Cn2ccc(-c3cnc(-c4ccccc4)s3)n2)cc1	-1.0	0	-0.4	7	-1.8	-0.1	4.8	-182	2	2.0	1
COC(=O)[C@]1(C)N[C@H](CN(C)C(=O)Nc2ccc(C)cc2)[C@@H]2C(=O)N(Cc3ccccc3)C(=O)[C@@H]21	-0.6	7	-0.8	2	0.4	0.8	3.1	0	4	12*	7
O=C(Nc1nccs1)c1ccc2c(c1)C(=O)N(Cc1cccnc1)C2=O	-1.6	1	-0.1	2	0.7	-1.9	-0.9	-11	5	1.6	-3
CCCCn1c(N)c(N(CCOC)C(=O)c2sc3cc(F)ccc3c2Cl)c(=O)[nH]c1=O	-0.5	1	-0.6	4	0.6	-1.9	0.4	-15	3	1.1	-1
NC1=NC(=Nc2cccc(Cl)c2)c2ccccc21	-1.0	5	0.6	-2	-0.5	-1.8	-3.3	-1	-1	3.5	-1
CC1(C)CC(=O)C=C(Nc2ccc([N+](=O)[O-])cc2)C1	-1.8	4	-0.1	3	-0.3	0.1	-0.3	4	1	-0.8	-2
COc1ccc(-n2nc3c(c2NC(=O)C(C)Cl)CSC3)cc1 (stereo not given)	-1.2	2	0.7	2	-0.2	1.6	-0.2	-3	-3	1.0	2
COc1ccc(CN2C[C@@H](CO)O[C@@H](n3cnc4c(NC5CCC5)ncnc43)C2)cc1	-1.2	-7	.	0	-0.5	-0.7	-0.1	-3	-2	0.7	-4
CCN1CCN(C(=O)CN(C)S(=O)(=O)c2ccc(Cl)cc2)CC1	-1.3	0	0.2	4	-0.6	0.0	-2.0	0	0	0.1	-3
CCN(CC(=O)NCCCN1CCOCC1)S(=O)(=O)c1ccc(Cl)cc1	-1.0	4	0.8	3	0.1	-0.7	0.8	-6	3	-1.4	-3
O=C1C(=C(I)I)c2ccccc2-c2ccccc21	-2.1	-22	-6.6	5	-4.9	-1.4	-20	-14	7	-14	-12
COc1ccc(C2/C(=C(/O)c3ccc(Cl)cc3)C(=O)C(=O)N2CCN2CCOCC2)c(OC)c1 (stereo not given)	-1.3	-2	1.1	1	-0.3	0.1	-0.6	-11	-2	0.9	-1
COC(=O)c1cc(NC(=S)N2CCN(C(=O)C3CCCO3)CC2)cc(C(=O)OC)c1 (stereo not given)	-0.9	2	2.5	1	0.4	-0.7	-1.7	-48	-2	0.4	-2
COc1cc(C(=O)Nc2ccc(OCC(=O)N3CCOCC3)cc2C)cc(OC)c1OC	-0.7	11	-0.1	-1	-0.2	3.0	-0.9	-4	-1	-0.2	-4
COc1cc(C#N)ccc1OCC(=O)c1ccc2c(c1)OCCO2	-1.8	-6	1.8	0	-0.2	-0.7	0.6	1	-2	1.3	4
COc1cc(F)ccc1-c1cc(C(=O)Nc2ccc(NC(C)=O)cc2)[nH]n1	-1.8	3	.	-6	-0.3	-0.1	7.2	-5	2	0.1	0
CC1(C)Cc2c(cnn2-c2ccc(F)cc2)C(NC(=O)c2ccoc2)C1 (stereo not given)	-1.0	-6	0.1	-3	-0.3	-0.1	2.1	1	0	0.6	-2
O=C(NC(CC1CCCCC1)C(=O)O)c1ccccc1 (stereo not given)	-0.9	1	2.4	1	-0.4	-0.4	0.3	6	2	1.2	1
CC(NC(=O)c1ccc(N(C)C)cc1)C(c1cccs1)N1CCN(C)CC1 (stereo not given)	-1.1	-3	0.0	0	0.8	-0.4	1.7	-8	5	1.5	4
CCCN(C(=O)CCNC(=O)Cn1cnc2ccccc2c1=O)c1cccc(C)c1	-0.9	13	1.8	-4	-0.2	-1.6	-2.0	-8	-4	-0.1	-2
O=C(CCS(=O)(=O)c1ccccc1)Nc1nc2ccc(F)cc2s1	-1.2	6	-0.2	-1	-0.7	0.6	-2.0	-8	2	6.8	0

Part of the list above in order of count of non-hydrogen atoms, low to high:
SMILES	ssDAF12 agonist	sPLA2-III inh	DAX1 inh-1	NPR2 activator	DAX1 inh-2	hcDAF-12 act	hgDAF12 agonist	ADAM10 inh	NPR1 activator	FXN GAA850 act	SMARCA2 activ
O=C1CCC2CN3CCc4c([nH]c5ccccc45)C3CC2C1 (stereo not given)	-0.2	-16	-0.3	2	1.4	-7.8	2.7	-58	2	-2.1	-6
COc1ccccc1CN1C[C@@H]2C[C@@H](c3cccc(O)c3)N3CCC[C@@]23C1=O	-0.4	-10	2.6	-3	-0.1	-0.2	-1.1	2	-11	0.5	2
COc1ccc(CCNC(=O)Nc2ccc3c(c2)c(=O)n(C)n3CC=C(C)C)cc1OC	-1.4	-9	.	0	-1.1	-0.8	-3.2	i	0	0.5	-1

Compounds as they come; about 6.6% have a hit in one of these screens.
